# Compound activity (PubChem BioAssay)
# 14-3-3 PPI – 14-3-3 gamma protein interaction modulation | inhibition, % at 40 µM | FP, 14-3-3gamma / TMR-pS259-Raf peptide binding | P61981 | 160,000 tested, 0.19% active; in the data active means inhibition above about 30%;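 further: 0% = protein plus tracer without compound and 100% = blank with tracer alone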
# Target sequence (P61981 whole entry, looked up): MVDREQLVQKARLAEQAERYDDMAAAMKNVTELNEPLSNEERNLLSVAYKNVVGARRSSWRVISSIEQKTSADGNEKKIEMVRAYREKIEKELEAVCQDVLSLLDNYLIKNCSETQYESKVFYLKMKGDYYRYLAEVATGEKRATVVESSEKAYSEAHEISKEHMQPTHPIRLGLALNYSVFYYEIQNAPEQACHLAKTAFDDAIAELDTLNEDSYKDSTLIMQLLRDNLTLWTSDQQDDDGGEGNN
# * marks the source's active call; other numbers are inactive results; & = joins results of further samples. The list is partial. The share of hits here may be higher or lower than overall.
# The opening seven records, ahead of the listing:
Molecule | 14-3-3 PPI
Brc1ccc(-c2noc(-c3cccs3)n2)o1 | -15
NC(=O)c1nn(-c2ccccc2)nc1NC(=O)CN1CCCCC1 | -7
CCCCOc1ccc(-c2nnc3n2N=C(c2ccc(Br)cc2)CS3)cc1 | -11
O=C(NCCn1cc(SCc2ccc(Cl)cc2)c2ccccc21)c1cccs1 | 7
CCN1c2ccccc2NC2N=C(OC)C(c3ccccc3)C21 (centres undefined) | -20&-140
CC1CN(CC(O)COc2ccccc2C(C)(C)C)CC(C)O1 (centres undefined) | -3
N#C/C(Cn1c[n+](NC(=O)Nc2ccccc2)cn1)=N/O | -7

# The listing, from the start:
Molecule | 14-3-3 PPI
Brc1ccc(-c2noc(-c3cccs3)n2)o1 | -15
NC(=O)c1nn(-c2ccccc2)nc1NC(=O)CN1CCCCC1 | -7
CCCCOc1ccc(-c2nnc3n2N=C(c2ccc(Br)cc2)CS3)cc1 | -11
O=C(NCCn1cc(SCc2ccc(Cl)cc2)c2ccccc21)c1cccs1 | 7
CCN1c2ccccc2NC2N=C(OC)C(c3ccccc3)C21 (centres undefined) | -20&-140
CC1CN(CC(O)COc2ccccc2C(C)(C)C)CC(C)O1 (centres undefined) | -3
N#C/C(Cn1c[n+](NC(=O)Nc2ccccc2)cn1)=N/O | -7
O=C(COc1cccc(Oc2ccccc2)c1)Nc1ccc2c(c1)OCO2 | -6
CCCCc1ccc(NC(=O)c2cccc(C)c2)cc1 | -15
CCC(C)N1C(=O)CCC1C(=O)NCc1ccc2c(c1)OCO2 (centres undefined) | -5
COc1cc([N+](=O)[O-])ccc1NC(=O)COc1ccc(C)cc1Br | 0
Cc1[nH]n(-c2ccccc2)c(=S)c1C=NC(C)Cc1ccccc1 (centres undefined) | 3
CC(C)CNC(=O)C1CCCN(S(=O)(=O)c2ccc(-n3cnnn3)cc2)C1 (centres undefined) | 2
O=C(c1ccc2c(c1)OCO2)N1CCN(c2ccc(Cl)cc2)CC1 | -1
Cc1ccc([N+](=O)[O-])cc1NC1=NS(=O)(=O)c2ccccc21 | 4
CCN(C(=O)c1cc2c(=O)oc3ccccc3c2s1)c1cccc(Cl)c1 | 3
CC1=C(C(=O)OCc2ccccc2)C(c2ccccc2)C2=C(CCCC2=O)N1 (centres undefined) | -8
COc1ccc(C(=O)N2CCCC2=NC#N)cc1 | -21
COc1ccccc1OCCC(=O)OCCN1C(=O)c2ccccc2C1=O | -13
COC(=O)c1c[nH]n2c(NC3CCCCCC3)c(-c3ccc(C)cc3)nc12 | -6
COc1cc(CNc2ccc3[nH]c(=O)[nH]c3c2)cc(Cl)c1OCC(=O)NC(C)(C)C | -13
CCN(CC)C(=O)Cn1cnc2sc(C(=O)NCc3cccnc3)c(C)c2c1=O | -3
O=C(CSc1nc(-c2ccc(F)cc2)cs1)N1CCN(C(=O)c2ccco2)CC1 | 1
O=c1cc(CO)oc(CN2CCCC2)c1O | 2&-6
Cc1cc(Nc2ccc(F)cc2C)n2ncnc2n1 | 2
Cn1ccnc1SCC(=O)Nc1ccc(Cl)cc1 | -8
CCCCCC(=O)Nc1ccc(S(=O)(=O)Nc2nccnc2OC)cc1 | -1
COc1ccc(-c2nnc(SCC(=O)c3cc(C)n(Cc4cccs4)c3C)o2)cc1 | -6
O=C1c2ccc([N+](=O)[O-])cc2C(=O)N1CCOC(=O)C12CC3CC(CC(C3)C1)C2 | -4
O=c1c(=Nc2ccccc2O)c(=O)c2ccccc12 | -35
c1csc(-c2nn3c(Cn4nnc5ccccc54)nnc3s2)c1 | 0
CN(c1ccccc1C(=O)NCc1ccco1)S(C)(=O)=O | -25
CCN1CCn2c3c(c4cc(C)ccc42)CCCC31 (centres undefined) | 2
Cc1[nH]c(=O)[nH]c(=O)c1S(=O)(=O)N(C)Cc1ccccc1 | -2
CCC(C)Sc1nc2c(c(=O)n1C)SC(C)C2 (centres undefined) | -4&-6
CC(=O)Nc1cccc(NC(=O)CSc2nn3c(=O)c(C)nnc3s2)c1 | -14
COC(=O)c1c(NS(C)(=O)=O)sc2c1CCCC2 | -12
COc1cc2nc(=S)n3[nH]c(COc4ccccc4Br)nc3c2cc1OC | -1
CCN(CC)C(=O)CN(Cc1ccccc1)S(=O)(=O)c1ccc(C)cc1 | -3
CN(C)S(=O)(=O)c1ccc(C(=O)N=c2sc3cc(Br)ccc3n2C)cc1 | 0
COc1cccc(C2CC(=O)C3=C(C2)NC(C)=C(C(=O)OC2CCCC2)C3c2ccc(C)s2)c1 (centres undefined) | 2
CCN(CC)c1ccc(NC(=O)CC2Oc3ccccc3NC2=O)c(C)c1 (centres undefined) | -1
CCCCC(=O)O[C@]1(C(=O)CO)CC[C@H]2[C@@H]3CCC4=CC(=O)CC[C@]4(C)[C@H]3[C@@H](O)C[C@@]21C | -2
O=C1C(=O)N(CCCN2CCOCC2)C(c2ccccc2F)/C1=C(\O)c1ccc(Cl)cc1 (centres undefined) | -6
COc1ccc(OC)c(N=c2oc3c(C)ncc(COC(C)=O)c3cc2C(=O)Nc2ccccc2C)c1 | 7
CC1=NN(C(=O)COc2cc(C)c(Cl)c(C)c2)C(O)(C(F)(F)F)C1 (centres undefined) | 0
CCCC(=O)N1CCN(c2cc(N3CCCC3)c(F)cc2[N+](=O)[O-])CC1 | -10
O=C(CC(c1ccc(F)cc1)c1ccco1)N1CCCC1 (centres undefined) | -4
CCOc1ccc(CC(=O)C2C(=O)CCCC2=O)cc1OCC | -6
O=C(COC(=O)c1cccnc1)Nc1ccc(F)cc1 | -17
Cc1cc(N2C(=O)C3C4CCC(C4)C3C2=O)n[nH]1 (centres undefined) | 1
c1ccc(-c2n[nH]nc2-c2ccccc2)cc1 | -5
CCc1ccccc1NC(=O)CSc1n[nH]c(C)c1[N+](=O)[O-] | -19
Cc1cc(C)n(CC(O)COc2ccccc2Br)n1 (centres undefined) | -10
CC(=O)c1ccc(N=c2oc3cc(O)ccc3cc2C(N)=O)cc1 | -26
O=C1CC(c2ccc3c(c2)OCO3)c2ccc3ccccc3c2N1 (centres undefined) | -12

# Some of the entries so far, as labelled records:
Cc1cc(C)n(CC(O)COc2ccccc2Br)n1 (centres undefined)
  14-3-3 PPI: -10

CCOc1ccc(CC(=O)C2C(=O)CCCC2=O)cc1OCC
  14-3-3 PPI: -6

CC(=O)c1ccc(N=c2oc3cc(O)ccc3cc2C(N)=O)cc1
  14-3-3 PPI: -26

c1ccc(-c2n[nH]nc2-c2ccccc2)cc1
  14-3-3 PPI: -5

# Going on with the list.
Molecule | 14-3-3 PPI
COc1ccc(C(=O)NCc2c(CC(C)C)oc(C)c2C(=O)O)cc1 | 3
CC1(C)Cc2c(ccc3ccccc23)C(=NCC(=O)O)N1 | -4
CCN1C(c2ccc(F)cc2)=CS/C1=C(\C#N)c1nnc2n1-c1ccccc1SC2 | 5
Cc1ccc(OCC(=O)Nc2cc(C(=O)O)cc(C(=O)O)c2)c(C)c1 | 8
CC(C)NC(=O)c1cccc(-n2c(=S)[nH]c3cc(Cl)ccc3c2=O)c1 | -1
O=C(Cc1cccs1)Nc1nncs1 | -27
Cn1c(=O)[nH]c(=O)c2c1nc(SCc1ccccc1)n2Cc1ccccc1Cl | 2
CCCn1c(SCC(=O)NCCc2ccc(OC)c(OC)c2)nc2c1c(=O)n(C)c(=O)n2C | -8
COc1ccc(CNC(=O)c2ccc[nH]c2=S)cc1 | -5
O=C(Cn1c(=O)n(CCC(=O)N2CCc3ccccc3C2)c(=O)c2ccccc21)N1CCN(c2ccccc2)CC1 | -7
O=C(c1nn2cccnc2c1Cl)N1CCN(c2ccccc2)CC1 | 13
O=C(Nc1ccccc1Cl)c1cc(F)ccc1[N+](=O)[O-] | -1
CN(C)CCCN(C(=O)c1cccs1)c1nc(-c2ccccc2)cs1 | -2
O=[n+]1c2c(n([O-])c3c1CCCC3)CCCCC2 | 8
O=C(NCc1nc2ccccc2[nH]1)c1ccco1 | -3
O=C(OCC#CCSc1nnc(-c2ccccc2)o1)c1ccco1 | -3
CS(=O)(=O)Nc1cccc(C2=NN(C(=O)c3cccc(F)c3)C(c3ccco3)C2)c1 (centres undefined) | -6
Nc1cccc2[nH]cnc12 | -11
O=C1C([N+](=O)[O-])C(c2ccccc2)NC(c2ccccc2)C1[N+](=O)[O-] (centres undefined) | -9
Cc1cc2c(ccc3c2no[n+]3[O-])nn1 | -1
Cc1cccc(CCNS(=O)(=O)c2ccc3c(c2)oc(=O)n3C)c1 | 4
CCCCOC(=O)c1c(N)n(CCO)c2nc3ccccc3nc12 | -5
CN1C(=O)/C(=C2/C=Cc3ccccc3N2CCCS(=O)(=O)O)SC1=S | -8
CC(C)c1ccc(C2/C(=C(\O)c3ccc(F)cc3)C(=O)C(=O)N2c2nncs2)cc1 (centres undefined) | -14
O=C(NCc1n[nH]c(=S)n1-c1ccc(Br)cc1)c1ccccc1C(F)(F)F | 5
CC(C)(C)c1nc(NCCN2CCOCC2)c2nnn(Cc3ccccc3Cl)c2n1 | -2
O=C1C2C3C=CC(C3)C2C(=O)N1c1ccc(N2CCN(c3ccccc3Cl)CC2)c([N+](=O)[O-])c1 (centres undefined) | 8
O=C(CSC1=NCCN1)C1COc2ccccc2O1 (centres undefined) | -4
O=C(CN1CCOCC1)Nc1cccc(Br)c1 | -5
CC(=O)N1CCc2cc(S(=O)(=O)NCCC(=O)NCc3ccccc3Cl)ccc21 | -5
O=c1c2[nH]c3cccc(Cl)c3c2ncn1CCN1CCCCC1 | -17
Cc1ccccc1N1CCN(S(=O)(=O)c2ccccc2)CC1 | 0
O=C1C(=O)N(CCO)C(c2ccc(O)cc2)/C1=C(\O)c1ccc(Cl)cc1 (centres undefined) | -5
Cc1c(N=Cc2ccc(-c3ccccc3[N+](=O)[O-])o2)c(=O)n(-c2ccccc2)n1C | -12
COc1ccc(CN2C(=O)CN(C3CCCCCC3)C(=O)C2c2ccc(C)cc2)cc1 (centres undefined) | 12
O=C(CSc1n[nH]c(=O)[nH]c1=O)OCc1ccccc1 | -10
CC(C)c1ccc(Sc2cc(C(=O)NC3CC3)c3ccccc3n2)cc1 | 1
COc1ccc(C(CC(=O)NCCCN2CCOCC2)NS(=O)(=O)c2ccc(C)cc2)cc1 (centres undefined) | -6
CCCCOc1ccccc1C1C(C(=O)OC)=C(C)NC2=C1C(=O)CC(c1ccccc1)C2 (centres undefined) | 9
c1ccc(Cc2nnc3sc(C4COc5ccccc5O4)nn23)cc1 (centres undefined) | -8

# Next section
SMILES | 14-3-3 PPI
CS(=O)(=O)N1Cc2ccccc2CC1C(=O)NCc1ccco1 (centres undefined) | -4
CCN(CC)C(=O)c1c(NC(=O)c2cccc(C)c2)sc2c1CCC(C)C2 (centres undefined) | 0
COc1cc(C(=O)Nc2cccnc2)ccc1OCc1ccc(Cl)cc1 | -10
COC(=O)c1[nH]c2ccc(C)cc2c1NC(=O)CN1CCN(C(=O)c2ccccc2)CC1 | 7
Nn1c(Cc2cccc3ccccc23)nnc1SC1CCOC1=O (centres undefined) | -5
COc1cccc(-n2nnc3c(=O)n(Cc4cccc(F)c4)cnc32)c1 | -6
CCn1c(NC2CCCCC2)nc2ccccc21 | -3
CC(C)c1nc2oc3c(N4CCN(C)CC4)ncnc3c2c2c1CCC2 | 1
CC(=O)CC1(O)C(=O)Nc2ccc(C)cc21 (centres undefined) | -1
CCOc1ccc(NC(=O)CSC2=Nc3ccccc3C3=NC(c4ccccc4)C(=O)N23)cc1 (centres undefined) | -20
COc1ccc(CCNC(=O)C2CC(=O)N(c3ccc(Br)cc3)C2)cc1OC (centres undefined) | -8
O=[N+]([O-])c1ccc(Oc2cccc3ccccc23)cc1 | -32
Cc1ccc2nsnc2c1NC(=O)C(c1ccccc1)c1ccccc1 | 2
CCc1c(O)nc(SCC(=O)N2CCOCC2)n(-c2ccccc2)c1=O | 0
CCN(CC)/C(=N/O)NC(=O)NS(=O)(=O)c1ccc(C)cc1 | -1
O=C(O)CCCC(=O)Nc1ccc(Br)cc1C(=O)O | -8
OC(CC#CCN1CCCC1)(c1ccccc1)C1CCCCC1 (centres undefined) | -10
CCOc1ccccc1NC(=O)CSc1nccn1-c1ccccc1 | -11
COC(=O)c1[nH]c2cc(OC)ccc2c1N | -6
COc1cccc(OC)c1C(=O)Nc1nc2ccc(S(C)(=O)=O)cc2s1 | -5
O=C1CSC(c2cccc(F)c2)N1c1ccccc1F (centres undefined) | -1
CCOC(=O)c1cccc(NC(=O)Cn2cc3c(n2)CCC(C)C3)c1 (centres undefined) | 2
CCOc1ccc(NC(=O)CN2CCN(CC(=O)c3ccc4c(c3)OCO4)CC2)cc1 | -8
O=C1c2cccc3cccc(c23)C(=O)N1CCCC(=O)N1CCc2ccccc21 | -1
CCOc1cc(C2NC(=O)NC(C)=C2C(=O)OCC2CCCCC2)ccc1O (centres undefined) | 3
Cc1ccc(C)c(CN2C(=O)CSc3ccc(C(=O)NC(C)C)cc32)c1 | -3
C/C(O)=C(\C#N)c1nnc2n1CCCCC2 | -8
CCOc1ccc(N2C(=O)C3C(c4ccc(C(=O)OC)cc4)NN(C(=O)c4cccc(Br)c4)C3C2=O)cc1 (centres undefined) | -82
COCC(C)n1c(SCC(=O)N2CCCCC2)nc2ccccc2c1=O (centres undefined) | -8
Cc1c(C(N)=O)sc(N)c1C(=O)OC(C)C | -2
CCCn1c(SCC(=O)c2cc(OC)ccc2OC)nnc1C(C)C | -2
CSc1nsc(SC)c1NC(=O)Nc1ccc(Cl)cc1 | -8
COC(=O)c1ccc(NC(=O)c2c(NCc3sccc3C)sc3c2CCCC3)cc1 | -70
Cc1ccc(C2=C(CC(=O)O)C(=O)CC2)cc1 | 0
COc1ccc(C2c3sc(=O)[nH]c3SC3C4CC(C5C(=O)N(c6cccc(C(F)(F)F)c6)C(=O)C45)C23)cc1OC (centres undefined) | -19
Cc1cccc2c(=O)cc(C)n(CC(=O)N3CCOCC3)c12 | 0
CCn1cnc2sc(C(=O)Nc3cccc(OC)c3)c(C)c2c1=O | 1
O=c1c2c(n3cnnc3n1CCc1ccccc1)-c1ccccc1CC21CCCCC1 | 9
